High-throughput results from PubChem BioAssay.
Vif inh = HIV Vif self-association inhibitors, primary screen, imaging, HEK293T, single point; HEK293T cells, Vif self-association by quenched fluorescence, 24 h; inhibition, % at 7.49 µM; hit rate 0.35% among 340,000; AID 602346, 2012; in the data active = inhibition above about 50%, passing the limit was not always enough; note: some results filed as inactive read as strong as hits
MC4R barr agon = MC4R agonists recruiting beta-arrestin, primary screen, cell-based, luminescence, agonist arm of biased-ligand search. Melanocortin receptor 4 (Homo sapiens), P32245. U2OS MC4R beta-arrestin complementation; percent of melanotan II response, DMSO zero. activation, % at 8.9 µM. hit rate 0.98% among 360,000. AID 540308, 2011;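 active = activation above a per-plate cutoff, the mean activation of sample wells on that plate plus 3 SD, cut at about 8% in these data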
H9c2 protect = cardioprotection against H2O2-induced cell death, primary screen, uHTS, H9c2 cells, ATPLite luminescence; H9c2 cardiomyocytes, H2O2 injury protection, 2 h; protection from H2O2 cell death, % at 20 µM; hit rate 0.63% among 360,000; AID 588492, 2011;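 active = compounds giving at least 50% protection of heart cells from peroxide-induced death in the single-dose screen, raw or plate-pattern-corrected value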;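 note: 0% = DMSO wells with peroxide and 100% = DMSO wells without peroxide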
CaV13 ICDI inh = Primary screen for inhibitors of IQ motif and Ca2+-dependent inactivation inhibitor domain binding in CACNA1D, Förster resonance energy transfer in living cells, …; hit rate 0.098% among 340,000; AID 743397; inhibition, % at 12.3 µM; HEK cells, CFP/YFP FRET ICDI-IQ, plate reader, 10 min; percent FRET-ratio fall versus neutral wells;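 active = mean replicate inhibition of at least 30% and at least 1% of replicates passing that level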;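 note: 0% = median of the neutral control wells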
PDI inh = inhibitors of human PDI, primary screen, biochemical, turbidity, single point, plate reader | Protein disulfide-isomerase (Homo sapiens), P07237 | PDI insulin aggregation turbidity, A650, 90 min | inhibition, % at 10 µM | hit rate 0.052% among 350,000 | AID 588391, 2011;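 active = mean inhibition across replicates of 30% or more, whatever share of single replicates reach that level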;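 note: absorbance from insulin aggregation driven by PDI reduction with DTT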
Target sequence (P07237 whole entry, looked up): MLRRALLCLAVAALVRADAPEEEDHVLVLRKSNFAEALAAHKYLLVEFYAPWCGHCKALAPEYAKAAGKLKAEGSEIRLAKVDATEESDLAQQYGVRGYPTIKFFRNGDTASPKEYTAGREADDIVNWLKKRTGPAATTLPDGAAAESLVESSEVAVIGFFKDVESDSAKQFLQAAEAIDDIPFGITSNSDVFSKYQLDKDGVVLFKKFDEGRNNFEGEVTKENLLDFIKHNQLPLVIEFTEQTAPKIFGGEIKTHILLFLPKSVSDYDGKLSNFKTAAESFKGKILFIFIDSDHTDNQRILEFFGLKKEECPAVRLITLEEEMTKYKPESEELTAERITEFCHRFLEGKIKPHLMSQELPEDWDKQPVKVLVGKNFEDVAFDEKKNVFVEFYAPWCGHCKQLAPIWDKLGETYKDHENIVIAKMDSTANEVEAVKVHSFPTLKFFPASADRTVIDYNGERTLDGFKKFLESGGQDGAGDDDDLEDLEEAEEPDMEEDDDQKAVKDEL
aDG glyco up = activators of alpha-DG glycosylation, primary screen, uHTS, Pro5-aDG cells, AlphaScreen; AID 624168, 2012; hit rate 0.22% among 360,000; activation, % at 10 µM; alpha-DG glycosylation AlphaScreen (IIH6); 0% Pro5, 100% B10-LARGE cell signal;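 active = activation of at least 8% versus controls, or a plate z-score of at least 8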;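 note: Pro5 are CHO cells carrying HIG-tagged alpha-DG that lacks glycosylation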
N-glyco inh = increase of ERlucT glycosylation luciferase signal, primary screen, N-linked glycosylation inhibitor project, D54 ERlucT cells, luminescence, set 2 | D54 ERlucT glycosylation luciferase reporter, 24 h; percent of 100 nM tunicamycin response | reporter increase, % at 12.5 µM | hit rate 0.23% among 360,000 | AID 588692, 2011;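 active = mean luciferase reporter signal, scaled so untreated is 0 and the glycosylation-blocking control 100, at or above a set limit in every replicate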;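 note: luciferase carries N-glycosylation sites so blocking glycosylation raises the light; 0% = median of neutral control wells and 100% = median of 100 nM tunicamycin wells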
MC4R antag cAMP = MC4R antagonists of cAMP signaling, primary screen, cell-based, TR-FRET, antagonist arm of biased-ligand search. inhibition, % at 6.5 µM. hit rate 0.48% among 360,000. MC4R-expressing cells, MTII-stimulated cAMP, LANCE TR-FRET;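 active = inhibition above its plate's cutoff, the mean of tested wells on that plate plus 3 SD, cut at about 29% in these data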;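 note: 0% = Melanotan II alone and 100% = Melanotan II plus saturating MCL0020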
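Assay system: U2OS cells stably expressing human melanocortin 4 receptor (MC4R) / Dosing: 6.5 µM / Timing: compound 30 min, challenge 1 h, detection 1 h / Measured by: Eu-cAMP/anti-cAMP TR-FRET, emission 671 nm / Replicates: singlicate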
ABCB6 inh 2 = ABCB6 transporter inhibitors, primary screen, K562-ABCB6 cells, flow cytometry, MLPCN library. fluorescence ratio to DMSO, % at 10 µM. K562-ABCB6 porphyrin accumulation, 1 h; stronger effect = lower value. ATP-binding cassette sub-family B member 6 (Homo sapiens), Q9NP58. AID 602162, 2011. hit rate 0.19% among 360,000;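 active = fluorescence ratio to DMSO below 75%, the collection mean minus 3 SD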;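 note: signal is porphyrin accumulated inside mitochondria; 100% equals median channel fluorescence of DMSO control wells; lower ratio means ABCB6 inhibition with less porphyrin fluorescence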
m5-HT2A agonist = mouse Htr2a agonists via beta-arrestin recruitment, primary screen, cell-based, luminescence; hit rate 0.66% among 360,000; activation, % at 7.6 µM; CHO-K1 mHTR2A beta-arrestin complementation; percent of 30 µM serotonin response; AID 624169, 2012; 5-hydroxytryptamine receptor 2A (Mus musculus), P35363;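 active = activation above a run cutoff, the mean activation of all tested compounds plus 3 SD, cut at about 14% in these data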;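 note: 0% = plate median of compound wells and 100% = 30 µM serotonin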
Target sequence (P35363 whole entry, looked up): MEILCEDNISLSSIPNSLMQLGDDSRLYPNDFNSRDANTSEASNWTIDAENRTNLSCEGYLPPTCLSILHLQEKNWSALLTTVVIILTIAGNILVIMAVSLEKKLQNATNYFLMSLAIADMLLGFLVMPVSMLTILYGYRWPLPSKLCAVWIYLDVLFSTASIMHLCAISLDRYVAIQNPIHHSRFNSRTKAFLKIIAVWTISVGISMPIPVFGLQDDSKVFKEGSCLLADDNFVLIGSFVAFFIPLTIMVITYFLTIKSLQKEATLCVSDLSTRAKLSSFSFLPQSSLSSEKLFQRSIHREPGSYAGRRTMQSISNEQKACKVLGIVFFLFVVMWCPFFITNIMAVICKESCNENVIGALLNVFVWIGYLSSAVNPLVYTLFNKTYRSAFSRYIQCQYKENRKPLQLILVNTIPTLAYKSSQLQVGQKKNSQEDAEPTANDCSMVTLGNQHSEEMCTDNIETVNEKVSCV
The depositor's hits bear a star; / = not tested or not shown.

SMILES	Vif inh	MC4R barr agon	H9c2 protect	CaV13 ICDI inh	PDI inh	aDG glyco up	N-glyco inh	MC4R antag cAMP	ABCB6 inh 2	m5-HT2A agonist
O=C(CN1/C(=C(/O)c2ccccc2)C(=O)c2ccccc2S1(=O)=O)c1ccccc1	9	1.3	4	-6	6	0.0	0	1	97	4
O=C(CCC1CCCN(C(=O)c2cc(F)ccc2F)C1)N1CCN(c2ccccn2)CC1 (configuration not stated)	-2	-0.8	12	-9	-3	-0.1	-4	6	206	1
CC(OC(=O)CNC(=O)c1ccc(Cl)cc1)C(=O)NC1CCCCC1C (configuration not stated)	18	2.0	1	-6	-1	-0.3	4	13	85	6
COC(=O)c1ccc(COC(=O)c2ccccn2)cc1	/	1.8	-19	-4	7	-0.1	-2	4	88	-1
O=C(COc1ccc(Br)cc1)N(CCO)CCO	4	-2.1	-4	5	1	-0.2	2	11	92	-3
COC(=O)Nc1ccc(S(=O)(=O)n2cnc3ccccc32)cc1	-2	-1.0	0	-4	-2	-0.1	1	5	97	1
c1csc(-c2nnc(N3CCCCCC3)c3ccccc23)c1	-6	0.2	-11	-5	2	0.3	-1	12	107	-2
C/C(N)=C(/C#N)C(=O)COc1ccc(Cl)cc1Cl	0	-2.6	-12	10	7	-0.2	1	19	102	-5
Nc1nc(Cl)nc(N(c2ccccc2)c2ccccc2)n1	0	4.8	4	-6	-10	0.0	4	5	106	3
O=C(Nc1ccccc1)C1C2CCCCC21 (configuration not stated)	0	0.4	-2	-2	-3	0.2	4	-1	100	6
O=C(Nc1ccc(F)c(Cl)c1)c1cc(C2CCCCN2C(=O)c2ccccc2)on1 (configuration not stated)	-15	1.0	-11	-10	3	0.1	0	8	104	6
COc1ccc(C2CC(c3ccc(Cl)cc3)=NN2C(=O)c2cccc([N+](=O)[O-])c2)cc1 (configuration not stated)	-4	-0.8	-11	/	4	-0.1	-5	10	99	2
CC(CC(=O)OCC(=O)NC1CCS(=O)(=O)C1)c1ccccc1 (configuration not stated)	6	-0.9	12	-5	3	0.0	-1	-3	95	8
CCN(CC)c1cc2c(c3c1ccn3C)C1CCC2C1 (configuration not stated)	/	/	-4	/	/	0.1	4	/	99	-2
CCOc1ccc(C(=O)NCC(=O)N2CCCCCCC2)cc1	4	-0.8	-10	-2	0	-0.3	0	11	100	-9
COc1ccc(NC(=O)C2CCCN(c3cnccn3)C2)cc1 (configuration not stated)	-8	-1.5	-3	-2	-2	-0.1	-1	8	105	3
O=C(CN(Cc1ccc(F)cc1)C(=O)CCC(=O)Nc1ccccn1)NCc1ccc(F)cc1	-4	-1.0	0	-7	3	-0.1	2	-2	95	-5
COc1cc(C(C(=O)NC(C)(C)C)N(Cc2ccc3c(c2)OCO3)C(=O)c2cnccn2)cc(OC)c1OC (configuration not stated)	4	3.4	19	-8	0	0.0	1	7	99	4
O=C(CSc1ccc(-c2ccccn2)nn1)Nc1ccc(F)cc1F	-8	-3.4	40	-9	9	0.6	-2	2	91	-1
O=C(O)/C=C/C(=O)N1Cc2cc3ccccc3nc2C1	-2	-2.3	3	-4	0	0.0	2	2	103	-2
CCOC(=O)N1CCN(C(=O)C2CC(=O)N(c3ccccc3)C2)CC1 (configuration not stated)	3	0.7	0	-6	9	0.1	3	2	104	12
C=CCN1C(=O)C2C3C=CC(C2C1=O)C1C2C(=O)N(CC=C)C(=O)C2C31 (configuration not stated)	-4	-0.4	9	-6	7	-0.2	0	18	99	1
COc1cccc(OC)c1-c1nnc(-c2cn(C)c3ccccc23)o1	/	5.9	18	-6	6	0.1	/	1	82	5
Cc1ccccc1NC(=O)/C(C#N)=C/c1ccsc1	-4	0.4	-1	-5	14	-0.3	2	0	90	0
COc1ccc(CCn2c(N)cc(=O)[nH]c2=S)cc1OC	4	0.6	3	-1	-9	0.0	0	-4	100	1
(further entries)
SMILES	Vif inh	MC4R barr agon	H9c2 protect	CaV13 ICDI inh	PDI inh	aDG glyco up	N-glyco inh	MC4R antag cAMP	ABCB6 inh 2	m5-HT2A agonist
O=C(O)c1ccc(COc2ccc3ccccc3c2/C=C2/NC(=O)N(Cc3ccc(F)cc3)C2=O)cc1	-3	-1.7	-1	-19	-2	-0.5	4	9	98	-4
C/C(=N\NC(=O)C(c1ccncc1)N1CCOCC1)c1ccc(Br)cc1 (configuration not stated)	10	-0.5	14	-4	-4	0.0	2	5	104	-3
COCCNC(=O)C(=O)NCCN1CCOCC1	7	-1.2	0	/	-1	0.0	-1	6	99	-3
CC(C)c1ccc(OCC(=O)NNC(=S)NC(=O)c2ccco2)c(Br)c1	/	-4.3	38	-5	4	0.4	/	-4	103	-5
COc1ccc(C(C#N)=C2C=C(Cl)C(=NO)C=C2Cl)cc1	-7	-2.1	-4	-6	-4	0.4	2	-6	109	3
Cc1cc(=O)n2c(C)n[nH]c2n1	15	0.0	-6	0	1	-0.3	0	20	92	-4
CCN(CC)S(=O)(=O)c1ccc(N2CCN(c3ccccc3O)CC2)nc1	-8	1.2	-15	-4	-6	0.0	-2	10	93	4
CC1=C(C(=O)Nc2ccccc2)C(c2ccc(O)cc2)N2C(=O)CSC2=N1 (configuration not stated)	-11	-1.6	-1	-4	-2	-0.1	1	4	88	4
COC(=O)Cc1c(C)c2ccc(OC(C)C)cc2oc1=O	5	1.6	-6	-1	7	0.0	0	15	97	6
CCCCC(=O)N/N=C(\C)c1cccc(NC(=O)C2CC2)c1	7	-1.0	28	-1	0	-0.1	1	6	103	-4
O=c1c2c3nc4ccccc4nc3n(CCN3CCOCC3)c2ncn1CCN1CCOCC1	0	-0.9	-3	-13	3	-0.1	1	9	95	2
O=C(NC1C2CC3CC(C2)CC1C3)c1ccc2c(c1)OCO2 (configuration not stated)	23	-0.7	0	-4	-4	0.2	1	-2	98	-4
Cc1c(C)c(C)c(C(=O)C2CCN(c3ccc([N+](=O)[O-])cn3)CC2)c(C)c1C	9	-1.8	-2	-6	-8	0.4	-7	1	102	4
Cc1cccc(-c2nnc(SC(C)C(=O)N3CCOCC3)o2)c1 (configuration not stated)	-2	-3.0	-2	/	-2	0.0	2	2	96	10
O=C(NCC(c1ccco1)N1CCCCC1)c1ccc2c(c1)S(=O)(=O)c1ccccc1C2=O (configuration not stated)	-7	-2.6	23	-2	-1	0.1	-2	8	91	-7
O=c1c2sccc2nc(SCc2cc(=O)n3ccccc3n2)n1-c1ccc(Br)cc1	1	-0.4	50	-5	-2	-0.5	-7	-17	98	-2
COc1cc(C(O)c2nc3ccccc3n2C(C)C)cc(OC)c1OC (configuration not stated)	-3	-1.0	2	-2	-10	-0.1	4	2	101	1
O=C(/C=C/c1cc([N+](=O)[O-])ccc1OC(F)F)NCc1ccc(F)cc1	9	-0.9	-1	-2	-2	0.3	-1	-2	96	-9
COc1ccc(C(=O)NC2=NCCS2)cc1S(=O)(=O)N1CCOCC1	/	-0.8	10	-12	2	-0.2	1	-5	97	0
CCOC(=O)c1cnc2c(-c3ccc(Cl)cc3)cnn2c1C	2	0.2	-7	-2	-5	0.7	0	28	94	-3
Cc1cc(/C=C2\SC(=S)NC2=O)c(C)n1-c1ccccc1	5	-1.4	-15	-4	-1	-0.1	-7	4	126	-6
Cn1c(CSCc2ccc(Cl)cc2)n[nH]c1=S	-18	0.0	0	-7	12	0.2	1	3	102	6
Cc1ccc2c(c1)C1(OCCCO1)C(=O)N2CC(=O)NN	2	1.1	6	-4	-1	0.1	2	4	94	-1
CCCc1cc(C(=O)N2CCCN(C)CC2)cs1	-5	-1.5	6	/	6	0.0	-1	3	100	0
O=C1CCC([N+](=O)[O-])C(c2ccccc2C(F)(F)F)N1 (configuration not stated)	3	1.8	0	-21	2	-0.1	1	-3	102	5
Next section
SMILES	Vif inh	MC4R barr agon	H9c2 protect	CaV13 ICDI inh	PDI inh	aDG glyco up	N-glyco inh	MC4R antag cAMP	ABCB6 inh 2	m5-HT2A agonist
Cc1cccc(-c2nc(C#N)c(NC3CCCCC3)o2)c1	0	0.2	-21	/	-3	-0.2	-5	0	95	0
CCC1(c2ccccc2)NC(=O)N(C)C1=O (configuration not stated)	-1	0.7	-4	-5	-9	0.0	1	2	92	4
COc1ccc(C(=O)NC(C(=O)NCc2ccccc2OC)C(C)C)cc1 (configuration not stated)	-6	-2.8	1	1	2	0.4	-1	0	94	-3
CCOc1ccccc1NC(=O)CN1CCCCCC1	-2	-0.9	11	-5	8	0.0	1	1	101	3
Cc1oc(/C=N/NS(=O)(=O)c2ccccc2)cc1Br	1	-1.8	-5	-6	11	0.0	2	0	104	-2
CC(C)C(=O)Nc1cccnc1	2	1.1	4	-5	1	0.0	1	20	101	8
COCCC(C(=O)Oc1c(C(C)(C)C)cc(C)cc1C(C)(C)C)c1ccccc1 (configuration not stated)	3	1.1	-12	-11	-1	-0.2	-6	13	104	-2
C[C@H](CO)N1C[C@H](C)[C@@H](CN(C)CC2CC2)Oc2c(NS(=O)(=O)c3ccc(F)cc3)cccc2C1=O	-3	-1.2	-6	-6	13	0.0	0	5	97	5

Sorted by length of the SMILES (falling): part of the list above.
SMILES	Vif inh	MC4R barr agon	H9c2 protect	CaV13 ICDI inh	PDI inh	aDG glyco up	N-glyco inh	MC4R antag cAMP	ABCB6 inh 2	m5-HT2A agonist
C[C@H](CO)N1C[C@H](C)[C@@H](CN(C)CC2CC2)Oc2c(NS(=O)(=O)c3ccc(F)cc3)cccc2C1=O	-3	-1.2	-6	-6	13	0.0	0	5	97	5
COCCC(C(=O)Oc1c(C(C)(C)C)cc(C)cc1C(C)(C)C)c1ccccc1 (configuration not stated)	3	1.1	-12	-11	-1	-0.2	-6	13	104	-2
COc1ccc(C(=O)NC(C(=O)NCc2ccccc2OC)C(C)C)cc1 (configuration not stated)	-6	-2.8	1	1	2	0.4	-1	0	94	-3
O=C1CCC([N+](=O)[O-])C(c2ccccc2C(F)(F)F)N1 (configuration not stated)	3	1.8	0	-21	2	-0.1	1	-3	102	5
CCCc1cc(C(=O)N2CCCN(C)CC2)cs1	-5	-1.5	6	/	6	0.0	-1	3	100	0
CCC1(c2ccccc2)NC(=O)N(C)C1=O (configuration not stated)	-1	0.7	-4	-5	-9	0.0	1	2	92	4
CCOc1ccccc1NC(=O)CN1CCCCCC1	-2	-0.9	11	-5	8	0.0	1	1	101	3

An unsorted share of the library; overall some 3.6% were active at least once.
